# Keap1-Nrf2 PPI: Keap1-Nrf2 protein-protein interaction inhibitors, primary screen, biochemical, fluorescence polarization, single point | Keap1 Kelch-Nrf2 peptide fluorescence polarization, 1536-well | inhibition, % at 9.4 µM | Kelch-like ECH-associated protein 1 (Homo sapiens), Q14145 | 0.15% of 340,000 active | AID 504523, 2011; in the data active means inhibition above about 12%;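 further: human Keap1 Kelch domain with fluorescein labeled Nrf2 9mer peptide probe; 0% = neutral control wells and 100% = peptide positive control; higher means more block of Keap1 binding to Nrf2 peptide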
# CAL PDZ FP-1: untagged CAL PDZ binding inhibitors, primary screen, biochemical, fluorescence polarization, HTS; inhibition, % at 24.9 µM; purified CAL PDZ, TMR-peptide fluorescence polarization, 1 h; AID 602252, 2012; 0.92% of 300,000 active; Golgi-associated PDZ and coiled-coil motif-containing protein (Homo sapiens), Q9HD26;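 active means mean inhibition of at least 30% with at least half of replicates also reaching 30%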;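 further: 0% = DMSO neutral control and 100% = excess unlabeled competitor peptide PRC23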
# CAL PDZ FP-2: CAL PDZ peptide-binding inhibitors, primary screen, biochemical, fluorescence polarization, Cer-tagged CAL PDZ, HTS; purified CAL PDZ, TMR-peptide fluorescence polarization, 1 h; inhibition, % at 20 µM; AID 504414, 2011; Golgi-associated PDZ and coiled-coil motif-containing protein (Homo sapiens), Q9HD26; 0.02% of 330,000 active;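 active means highest replicate inhibition of at least 40%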;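 further: plate controls were DMSO neutral control wells for no effect and unlabeled competitor peptide control wells for full effect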
#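 System: tagged CAL PDZ domain. Schedule: 1 h room-temperature incubation prior to read. Signal: fluorescence polarization (mP). Measure: percent inhibition from loss of millipolarization.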
# NSD2 inh: NSD2 histone methyltransferase inhibitors, primary screen, biochemical, AlphaScreen, single concentration, set 2 | NSD2 peptide methylation, 120 min | Histone-lysine N-methyltransferase NSD2 (Homo sapiens), O96028 | AID 743445, 2014 | 0.54% of 310,000 active | inhibition, % at 12.5 µM; in the data active means inhibition above about 50%
# Cardiac RTF inh: cardiac RTF calcium sensitivity inhibitors, primary screen, biochemical, IANBD-TnC fluorescence, EC70 calcium; Troponin I, cardiac muscle (Homo sapiens) + Troponin T, cardiac muscle (Homo sapiens) + …; inhibition, % at 7.15 µM; IANBD-labeled cardiac RTF, Ca2+ fluorescence; 0.12% of 340,000 active;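 active means inhibition above the mean inhibition of all tested compounds plus 3 SD, cut at about 17% in these data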;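 further: assay run at fixed EC70 calcium of 1.6 mM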
# Arrestin-AP2 inh: inhibitors of beta-arrestin/AP2 binding, primary screen, biochemical, GPCR trafficking, flow cytometry | beta-arrestin 1 C-terminal peptide binding to AP2 beta2-adaptin appendage (human) | FITC-arrestin peptide / GST-AP2 beads; AP2 beta2 appendage carries R879A mutation | inhibition, % at 10 µM | 0.31% of 340,000 active | AID 504490, 2011;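 active means inhibition above a set limit, near 3 SD of compounds lacking own fluorescence, cut at about 54% in these data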;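 further: plate controls were DMSO wells for no effect and 5 µM unlabelled arrestin peptide for full effect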
#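 Measured by: flow cytometry, FL1 (488/535 nm); Material: AP2 appendage R879A on GSH beads; Evaluation: percent response; Timing: pre-incubation 12 min, peptide binding 1 h, room temperature; Also added: 50 nM FITC-arrestin peptide; Medium: PBS with 0.05% Tween 20 and 0.1% BSA.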
# DSG3 Ab inh: inhibitors of pemphigus antibody binding to DSG3, primary screen, biochemical, bead-based, flow cytometry, scFv-GFP | DSG3-coupled beads, scFv-anti-DSG3-GFP binding; stronger effect = lower value | binding (percent of control), % at 10 µM | 0.48% of 310,000 active;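 active means binding more than 3 SD below its plate's average and above zero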;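 further: hits lower antibody fragment binding to DSG3; some compounds called inactive have numbers as strong as hits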
# Target sequence (P32926 whole entry, looked up, the tested form may be a part): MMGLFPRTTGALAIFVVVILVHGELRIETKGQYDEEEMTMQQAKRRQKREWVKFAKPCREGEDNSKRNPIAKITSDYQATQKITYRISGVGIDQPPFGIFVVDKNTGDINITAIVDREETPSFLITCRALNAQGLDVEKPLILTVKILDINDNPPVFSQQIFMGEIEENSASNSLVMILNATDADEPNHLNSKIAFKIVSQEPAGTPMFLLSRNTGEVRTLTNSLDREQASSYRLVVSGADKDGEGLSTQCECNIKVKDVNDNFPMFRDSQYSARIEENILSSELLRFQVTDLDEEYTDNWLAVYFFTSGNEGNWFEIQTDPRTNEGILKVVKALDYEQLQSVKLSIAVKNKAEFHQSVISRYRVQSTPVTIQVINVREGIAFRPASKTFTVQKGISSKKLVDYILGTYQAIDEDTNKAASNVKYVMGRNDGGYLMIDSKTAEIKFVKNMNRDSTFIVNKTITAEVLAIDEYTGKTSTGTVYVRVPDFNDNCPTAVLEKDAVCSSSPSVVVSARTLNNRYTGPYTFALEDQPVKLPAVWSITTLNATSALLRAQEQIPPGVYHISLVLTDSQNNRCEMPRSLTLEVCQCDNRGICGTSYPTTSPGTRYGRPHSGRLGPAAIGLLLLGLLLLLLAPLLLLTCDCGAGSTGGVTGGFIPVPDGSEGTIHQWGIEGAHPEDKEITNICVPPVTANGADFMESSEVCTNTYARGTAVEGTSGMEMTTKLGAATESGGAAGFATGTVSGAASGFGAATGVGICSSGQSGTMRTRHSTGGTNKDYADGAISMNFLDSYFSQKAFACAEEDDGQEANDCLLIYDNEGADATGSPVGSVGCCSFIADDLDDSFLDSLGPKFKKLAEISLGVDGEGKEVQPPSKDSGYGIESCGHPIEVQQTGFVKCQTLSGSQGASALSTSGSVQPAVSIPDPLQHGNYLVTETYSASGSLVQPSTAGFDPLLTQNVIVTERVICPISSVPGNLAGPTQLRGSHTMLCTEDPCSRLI
# DAGLB inh: DAGLB lipase inhibitors, primary screen, biochemical, fluorescence, HTS | Diacylglycerol lipase-beta (Homo sapiens), Q8NCG7 | HEK293T DAGLB membrane lysate, EnzChek fluorogenic substrate | inhibition, % at 5.17 µM | 0.059% of 340,000 active | AID 504411, 2011; in the data active means inhibition above about 34%;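 further: 0% = enzyme with vehicle and 100% = wells lacking enzyme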
# V-ATPase pHluor: regulators of yeast V-ATPase proton pumping, primary screen, pHLuorin cytosolic pH fluorescence; AID 504577, 2011; 0.37% of 350,000 active; S. cerevisiae; response, % at 10 µM; in the data active means response mostly above about 7.3%, no sharp cut-off; inactive means mostly below about 5.4%; further: actives read high; inactives centre near 0; some compounds called inactive have numbers as strong as hits; reference of the scale not given here
# LANA DNA inh: inhibitors of KSHV C-LANA binding to DNA, primary screen, biochemical, fluorescence polarization, FAM-LBS DNA, MBP-C-LANA, single point; inhibition, % at 9 µM; 0.078% of 340,000 active; Kaposi's sarcoma herpesvirus LANA C-terminal domain (residues 932-1162) DNA binding; AID 504423, 2011;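 active means highest replicate inhibition at or above 60% at 9 µM, even if other replicates fall short; inactive means all replicates below 60% inhibition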;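 further: 0% = neutral control wells and 100% = 4 µM acridine orange control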
# Numbers without * were called inactive; i = inactive; x = no result given. This is a subset; the hit share may differ from the screen's.
# The opening three records (preview)
SMILES,Keap1-Nrf2 PPI,CAL PDZ FP-1,CAL PDZ FP-2,NSD2 inh,Cardiac RTF inh,Arrestin-AP2 inh,DSG3 Ab inh,DAGLB inh,V-ATPase pHluor,LANA DNA inh
COc1ccccc1C1CC(c2ccc(C)cc2)Nc2ncnn21 (configuration not stated),0.0,-3.0,-2.1,-1.5,-5.5,-4.2,97.5,2.2,-0.6,0.2
O=C(N/N=C/c1ccco1)c1cccc(NC(=O)c2ccccc2Cl)c1,0.3,-5.8,-3.5,-1.4,-8.0,-1.3,103.1,-0.1,-2.1,-1.9
CCCN1C(=O)C(=O)N(CC(=O)c2cc(C)n(C3CC3)c2C)C1=O,-4.4,-3.2,-0.2,3.0,-8.9,-3.5,x,2.0,-3.0,0.4

# The whole of this part, previewed entries included:
SMILES,Keap1-Nrf2 PPI,CAL PDZ FP-1,CAL PDZ FP-2,NSD2 inh,Cardiac RTF inh,Arrestin-AP2 inh,DSG3 Ab inh,DAGLB inh,V-ATPase pHluor,LANA DNA inh
COc1ccccc1C1CC(c2ccc(C)cc2)Nc2ncnn21 (configuration not stated),0.0,-3.0,-2.1,-1.5,-5.5,-4.2,97.5,2.2,-0.6,0.2
O=C(N/N=C/c1ccco1)c1cccc(NC(=O)c2ccccc2Cl)c1,0.3,-5.8,-3.5,-1.4,-8.0,-1.3,103.1,-0.1,-2.1,-1.9
CCCN1C(=O)C(=O)N(CC(=O)c2cc(C)n(C3CC3)c2C)C1=O,-4.4,-3.2,-0.2,3.0,-8.9,-3.5,x,2.0,-3.0,0.4
COc1ccc(S(=O)(=O)N2CCOCC2)cc1NC(=O)c1cc(=O)[nH]c2ccccc12,-0.7,-0.8,-3.5,-0.2,-16.5,-2.5,100.6,0.7,4.5,0.8
COc1cccc(NC(=S)N(CCN(C)C)C(C)c2ccco2)c1 (configuration not stated),0.8,-0.3,0.2,0.4,-3.1,39.7,100.9,-3.2,0.9,1.4
CCn1cc(CN2CCN(Cc3ccc(OC)c(C)c3C)C(CCO)C2)c(C)n1 (configuration not stated),-0.4,4.3,-1.1,0.6,4.2,9.2,107.4,-3.2,4.1,0.1
CC(=O)Nc1ccc2nc(CN3CCC(CO)(CCc4ccccc4)CC3)ccc2c1,0.1,-3.4,-1.5,-1.4,-2.0,-7.4,94.2,4.1,-2.0,-1.2
CCOC(=O)c1c(NCc2ccc3c(c2)OCO3)c2ccccc2[nH]c1=O,-1.0,-0.9,-4.8,5.0,-5.0,5.8,90.2,-3.7,0.8,-0.6
COc1ccc(NC(=O)CCSCCc2ccccn2)cc1OC,-5.2,4.9,-0.2,9.8,-6.9,-3.0,91.9,0.5,1.8,-1.1
Cc1ccc(N(CC(=O)NC(C)(C)C)C(=O)CCC(=O)Nc2nccs2)c(C)c1,-8.5,-7.3,-0.1,0.3,-2.6,-4.2,112.9,1.3,-2.4,-1.5
Cn1c(=O)cc(N2CCN(C(=O)c3ccco3)CC2)[nH]c1=O,-11.7,2.6,0.5,x,-2.6,3.2,100.8,-2.1,-4.6,-0.5
COc1ccccc1C(=O)NC(=O)COC(=O)C1(C)CC1(Cl)Cl (configuration not stated),-7.8,-1.7,-3.0,-1.5,-4.5,43.8,100.7,-1.7,3.2,1.0
CNCCOc1nc(N2CCOCC2)nc(C)c1[N+](=O)[O-],5.4,-1.9,-3.1,-3.0,-5.8,11.3,94.9,0.9,6.2,0.1
CC(C)(CC(=O)O)CC(=O)Nc1ccc(Oc2ccc(C(C)(C)C)cc2)nc1,x,x,x,0.2,x,41.8,110.1,x,-1.6,x
CCOC(=O)c1ccc(NC(=O)c2ccccc2[N+](=O)[O-])cc1,-5.8,2.4,-0.5,-0.2,3.5,-0.5,101.3,0.2,1.5,-0.6
O=C(NCc1ccccc1)c1cccc(NC(=O)c2ccccc2)c1,7.8,4.1,-2.7,x,2.8,0.9,105.6,-0.5,6.4,-1.0
O=C(N/N=C/c1c(F)c(F)c(F)c(F)c1F)c1cc(-c2ccccc2)nc2ccccc12,3.1,2.1,-0.9,-3.8,-6.0,-22.4,100.0,-1.2,1.2,-2.9
Cc1ccc(NS(=O)(=O)c2ccc(Cl)c(NC(=S)NC(=O)C3CCCCC3)c2)cc1Cl,-0.4,2.4,-0.6,-0.9,-1.7,5.9,102.2,-4.0,-4.2,-1.9
Cc1ccc(S(=O)(=O)N2CCC(=O)N(C(COCc3ccc(Cl)cc3)Cc3ccccc3)CC2)cc1 (configuration not stated),-1.9,-5.1,-0.6,x,-2.8,8.6,98.0,-9.0,-1.7,-0.8
C=CCN(CC=C)S(=O)(=O)c1ccc(C(=O)Nc2nnc(CSC)o2)cc1,-6.3,0.0,-2.3,x,3.5,-10.8,83.8,3.7,-3.5,0.2
Cc1cccc(NC2=C(NC(=O)c3ccccc3)C(=O)c3ccccc3C2=O)c1,1.8,1.4,1.1,49.3,-33.0,25.1,97.4,12.5,-2.8,0.9
COc1ccc(CN=CC2=C(O)CC(C)(C)CC2=O)cc1,5.1,x,-0.4,-1.8,-2.7,5.8,98.1,1.3,0.1,0.3
O=C(COC(=O)COc1ccc(Cl)cc1Br)NC1CC1,-1.8,-3.1,-0.9,0.5,-12.1,27.2,94.1,1.7,-2.7,-2.3
O=C(O)CN=C(NS(=O)(=O)c1ccccc1)c1ccccc1,2.6,-0.3,0.5,-7.0,-12.2,7.8,108.0,1.1,-0.5,0.0
CCOc1ccccc1N1CC(C(=O)N2CCc3ccccc3C2)CC1=O (configuration not stated),-1.9,x,0.4,-0.5,0.6,1.8,110.8,-2.2,-10.6,0.1
CCOc1ccccc1NC(=O)/C(C#N)=C/c1c(C)nn(-c2ccc(F)cc2)c1Cl,-6.1,0.7,-0.9,-3.9,-2.1,0.6,89.4,-4.1,-5.1,0.4
COc1ccc(NC(=O)CCN2C(=O)c3cccc([N+](=O)[O-])c3C2=O)cc1,-2.9,-0.5,x,5.1,5.9,33.0,96.6,-0.6,0.2,0.0
Cc1ccccc1NC(=O)C1CCN(c2cc(-c3ccccc3)nc3ncnn23)CC1,-2.2,0.8,-0.6,0.8,-1.1,3.1,104.4,1.7,0.1,-0.9
CC(=O)NCCc1nc2ccccc2n1CCOc1cccc(C)c1,-5.1,5.5,-1.6,0.3,-5.2,6.5,101.0,-0.8,-0.4,0.5
COc1ccccc1CN(C)C(=O)CN1CCN(C(=O)c2cccs2)CC1,-3.7,2.7,0.9,0.6,-18.4,40.6,104.0,-0.2,-2.8,-0.7
Cc1ccc([N+](=O)[O-])cc1NC(=O)Nc1ccc(S(N)(=O)=O)cc1,2.9,-2.7,-1.5,-0.5,-0.7,32.2,89.4,-1.7,2.0,0.4
COc1ccccc1NC(NC(=O)c1ccccn1)C(Cl)(Cl)Cl (configuration not stated),-4.2,0.6,-0.9,0.5,-8.6,-1.8,x,0.3,1.5,-0.3
O=C(NCC1COc2ccccc2O1)c1ccccc1 (configuration not stated),5.4,x,-1.1,-5.3,2.0,0.8,107.6,4.4,-2.0,3.0
CN(C)S(=O)(=O)c1ccc(Cl)c(C(=O)NC2CCN(Cc3ccccc3)C2)c1 (configuration not stated),-1.4,x,-0.7,-5.7,-8.3,14.6,118.4,-1.6,5.2,0.3
COc1ccc(S(=O)(=O)NCC2CCCO2)c(Cl)c1Cl (configuration not stated),-1.8,-2.1,-2.2,-5.6,-4.1,-4.4,97.1,-0.7,2.7,0.4
O=C(N=C1SCC(=O)N1c1ccccc1Cl)c1ccccc1,-3.3,-3.6,-0.9,1.0,-2.3,-2.7,102.6,-8.3,3.1,-1.8
CC1=C(C(=O)N2CCCC(C(=O)c3cccc(C(F)(F)F)c3)C2)OCCO1 (configuration not stated),-6.5,-1.2,-2.7,x,6.1,13.6,102.2,0.9,-1.3,1.4
COc1ccc(C2CC(c3ccccc3)Nc3ncnn32)cc1 (configuration not stated),-4.1,x,0.2,x,-2.0,5.3,108.7,-1.6,3.1,1.8
CC(=O)Nc1nc(SCCCc2ccccc2)n[nH]1,-3.3,-5.0,x,0.2,-4.3,8.1,x,1.0,16.6,-2.0
CCC(=O)Nc1cccc(-n2nnnc2SCC(=O)N2CCCCC2)c1,-3.1,-5.2,-0.3,-2.8,-6.3,-3.0,105.0,1.8,0.2,0.3
COc1ccc(-c2c(-c3ccsc3)oc3ccc(N4CCOCC4)cc23)cc1,-5.2,0.6,-1.6,x,-4.8,2.3,95.7,3.1,2.0,-0.1
CCOc1cc(N2CCOCC2)c(OCC)cc1NC(=O)COC(=O)[C@H](Cc1c[nH]c2ccccc12)NC(C)=O,-3.4,-1.9,0.4,3.6,-15.3,29.6,105.0,-5.8,-2.9,-0.7
CCOC(=O)C1(Cc2ccccc2C)CCCN(C(=O)CCC(=O)OC)C1 (configuration not stated),3.1,-4.2,-0.3,-1.8,-5.1,2.0,90.2,-2.0,-1.4,0.4
C=CCNC(=O)c1cccc(C(F)(F)F)c1,-2.7,x,-0.4,4.1,-10.6,4.0,100.9,-0.4,1.7,-1.4
C[C@@H]1CC2OC(=O)[C@@]3(C)C(=O)CC[C@@](C)(C23)[C@@]1(O)CCc1ccoc1 (some centres not stated),-3.5,-0.4,-0.4,3.7,-7.0,42.8,102.1,-0.7,-4.2,-1.8
Cc1cc(C(=O)COC(=O)c2ccc(F)cc2F)c(C)n1C1CC1,-4.0,-0.3,0.4,-0.4,-1.0,-8.8,99.7,-5.1,-0.6,-0.6
COc1ccc2oc(=O)cc(CN(C)Cc3ccccc3)c2c1,-2.1,6.3,8.7,4.2,-9.6,5.6,107.9,-10.3,6.8,0.2
O=C1c2ccccc2-c2onc3ccc(N4CCCC4)c1c23,16.1*,1.9,0.4,25.8,i,23.6,46.7*,-46.6,3.9,11.9
CS(=O)c1ccc(-n2c(=O)n(Cc3ccccc3)c(=O)c3[nH]cnc32)cc1 (configuration not stated),-3.6,-1.4,-0.3,-1.4,-11.6,5.4,98.2,0.1,1.4,-1.3

# Screening results (PubChem)
